Bioassay records as filed in PubChem BioAssay.
Peg3 prom inh – inhibitors of Peg3 promoter; HeLa PEG-Prom luciferase reporter, luminescence, overnight; inhibition, % at 20 µM; 360,000 compounds, 1.7% hits;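 active = inhibition of at least 50% at 20 µM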
PDI turbidity – PDI (human) enzyme inhibition; P07237; PDI insulin aggregation turbidity, A650, 90 min; inhibition, % at 10 µM; 350,000 compounds, 0.052% hits;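 active = mean inhibition across replicates of 30% or more, whatever share of single replicates reach that level; inconclusive = mean inhibition below 30% while every single replicate reaches 30%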;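 note: absorbance from insulin aggregation driven by PDI reduction with DTT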
Target sequence (P07237 whole entry, looked up): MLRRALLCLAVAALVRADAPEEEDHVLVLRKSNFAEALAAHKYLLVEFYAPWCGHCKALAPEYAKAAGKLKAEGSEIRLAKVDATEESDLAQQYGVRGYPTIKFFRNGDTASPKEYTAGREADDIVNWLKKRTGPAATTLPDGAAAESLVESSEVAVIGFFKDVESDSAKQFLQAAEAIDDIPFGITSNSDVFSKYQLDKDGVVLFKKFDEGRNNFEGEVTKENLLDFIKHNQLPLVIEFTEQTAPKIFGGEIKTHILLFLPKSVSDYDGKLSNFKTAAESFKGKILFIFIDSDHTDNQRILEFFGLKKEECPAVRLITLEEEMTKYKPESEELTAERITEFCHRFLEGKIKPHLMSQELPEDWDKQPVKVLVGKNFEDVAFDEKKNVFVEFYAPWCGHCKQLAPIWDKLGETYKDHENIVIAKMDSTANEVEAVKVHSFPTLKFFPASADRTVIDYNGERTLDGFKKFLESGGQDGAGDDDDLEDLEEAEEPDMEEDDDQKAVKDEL
Shn3 inh set2 – inhibitors of Schnurri-3 3'UTR reporter in osteoblasts | Clone20 osteoblast Shn3 3'UTR firefly luciferase, 24 h | inhibition, % at 12.5 µM | 360,000 compounds, 0.52% hits;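 active = mean inhibition of at least 75% with every replicate also reaching 75%; inconclusive = mean inhibition at least 75% but some replicate below; inactive = mean inhibition below 75%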;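 note: 0% = median of neutral control wells and 100% = pilot-screen positive control compound; some compounds past the cut are filed as inactive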
NR2E3 ag-1 – agonists of human nuclear receptor NR2E3; Q9Y5X4; GST-NR2E3/biotin-RetCOR TR-FRET, 1536-well; inhibition of corepressor binding, % at 4.78 µM; 320,000 compounds, 0.12% hits; AID 2300;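 active = percent inhibition above the cutoff of mean plus 3 SD of all tested compounds, set per screening campaign, cut at about 20% in these data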;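 note: 0% = DMSO wells and 100% = biotin wells as full block of FRET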
Target sequence (Q9Y5X4 whole entry, looked up): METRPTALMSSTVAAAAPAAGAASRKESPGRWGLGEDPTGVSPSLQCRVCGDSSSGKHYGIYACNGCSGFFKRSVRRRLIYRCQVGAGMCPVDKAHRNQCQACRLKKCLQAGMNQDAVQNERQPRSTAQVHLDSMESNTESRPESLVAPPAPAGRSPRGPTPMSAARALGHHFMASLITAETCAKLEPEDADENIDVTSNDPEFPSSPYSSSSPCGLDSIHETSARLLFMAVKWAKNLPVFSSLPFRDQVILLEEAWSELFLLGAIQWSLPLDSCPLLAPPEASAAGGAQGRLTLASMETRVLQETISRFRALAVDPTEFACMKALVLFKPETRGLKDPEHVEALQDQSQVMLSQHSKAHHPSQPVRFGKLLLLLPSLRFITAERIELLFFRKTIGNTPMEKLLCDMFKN
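Material: NR2E3–RetCOR corepressor complex / Amount: 1.35 nM GST-NR2E3 / Medium: Tris pH 7.5 / Compound: single nominal compound dose of 4.8 µM / Incubation: 5 h at 4 °C / Technique: TR-FRET, Eu(K)-anti-GST donor, streptavidin-D2 acceptor, ex 340, em 617/671 nm / Read-out basis: percent loss of FRET ratio relative to control wells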
Vif imaging – inhibitors of HIV Vif; 340,000 compounds, 0.35% hits; inhibition, % at 7.49 µM; HEK293T cells, Vif self-association by quenched fluorescence, imaging, 24 h; in the data active = inhibition above about 50%, passing the limit was not always enough; inconclusive = no clear call, values can overlap the other calls; inactive = below about 31%; note: some results filed as inactive read as strong as hits
CaV13 FRET inh – Disruptors of the CACNA1D IQ motif to Ca2+-dependent inactivation inhibitor domain association, primary screening, Förster resonance energy transfer in intact living … | HEK cells, CFP/YFP FRET ICDI-IQ, plate reader, 10 min; percent FRET-ratio fall versus neutral wells | inhibition, % at 12.3 µM | 340,000 compounds, 0.098% hits | AID 743397;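 active = mean replicate inhibition of at least 30% and at least 1% of replicates passing that level; inconclusive = only one of the two criteria is met; inactive = neither criterion is met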;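 note: 0% = median of the neutral control wells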
CF NFkB inh – cystic fibrosis NF-kB activation inhibition | 360,000 compounds, 0.86% hits | KKLEB NF-kB-GFP reporter, PAF-induced, GFP fluorescence overnight | inhibition, % at 5 µM;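 active = at least 50% inhibition at 5 µM, scaled per plate between neutral and stimulator controls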;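 note: PAF is a Pseudomonas aeruginosa culture filtrate used as stimulus; plate controls were PAF-stimulated DMSO wells for no effect and unstimulated DMSO wells for full effect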
NR2E3 ag-2 – agonists of human NR2E3 nuclear receptor; CHO-S Gal4-NCOR/VP16-NR2E3 two-hybrid, luciferase; inhibition of corepressor binding, % at 3.98 µM; 360,000 compounds, 0.35% hits; Q9Y5X4; AID 602229;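 active = inhibition above the mean of all tested compounds plus 3 SD, cut at about 70% in these data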;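 note: 0% = DMSO with NR2E3 transfected cells and 100% = cells lacking NR2E3 construct; higher means lower luciferase signal from less NR2E3 corepressor binding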
TRPM1 prom inh – MITF TRPM1 promoter inhibition in SK-MEL-5 cells; SK-MEL-5 TRPM1 promoter luciferase, 24 h; inhibition, % at 12.5 µM; 330,000 compounds, 0.83% hits;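 active = mean inhibition across replicates of 60% or more, whatever share of single replicates reaches that level; inconclusive = some that reach 60%, reason not given; inactive = mean inhibition across replicates below 60%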; note: values of inactives mirror those of a sister screen read the other way
HIF-2a block – inhibitors of HIF-2a; 786-0 RCC cells HIF-2a reporter, luciferase luminescence, overnight; inhibition, % at 18.8 µM; 360,000 compounds, 0.72% hits;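 active = inhibition of the luminescence signal of 40% or more relative to plate controls, in a single-dose primary screen at 18.75 µM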
KKLEB tox – counter-screen for CF NF-kB inhibitors: cytotoxicity; KKLEB CF airway cells viability, ATPlite luminescence, overnight; active compounds read low; cells stimulated with P. aeruginosa culture filtrate; AID 602141; activity change (cytotoxicity), % at 5 µM; 360,000 compounds, 0.36% hits;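 active = corrected activity change at or below -50% at 5 µM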
* hit, by the source's call; ? = inconclusive; . = no result given. Hits appear at their usual frequency. Share with any hit: about 3.3%.

SMILES | Peg3 prom inh | PDI turbidity | Shn3 inh set2 | NR2E3 ag-1 | Vif imaging | CaV13 FRET inh | CF NFkB inh | NR2E3 ag-2 | TRPM1 prom inh | HIF-2a block | KKLEB tox
O=C1CC(C(=O)Nc2ccc(Cl)cc2[N+](=O)[O-])C2(CCCCC2)O1 (configuration not stated) | -5 | 9 | 9 | 1 | . | -3 | -26 | -10 | 7 | 10 | 16
Cc1nc(N2CCC(C)CC2)c2c(C)c(C(=O)O)sc2n1 | 8 | -4 | 20 | 8 | 2 | -4 | -15 | 14 | 24 | 2 | -5
CCOC(=O)c1c(NC(=O)C2C3C=CC(C3)C2C(=O)O)sc2c1CCCC2 (configuration not stated) | 15 | 4 | 25 | 7 | 6 | 9 | -10 | 11 | -5 | 11 | -2
Cc1cccc(Nc2ncnc3onc(-c4ccc(F)cc4)c23)c1C | -18 | -6 | 11 | 3 | -1 | -9 | 2 | -1 | 4 | 27 | -20
O=[N+]([O-])c1cccnc1Sc1ccc(F)cc1 | 1 | -15 | -1 | 0 | -2 | -19 | 3 | 11 | . | 8 | -11
COC(=O)c1ccccc1NC(=O)NC1CC1 | 7 | 9 | 6 | 0 | -7 | -6 | 15 | 10 | 0 | 17 | -17
COc1cc(-c2cc(C(=O)Nc3ccccc3N3CCOCC3)c3ccccc3n2)cc(OC)c1OC | 40 | -4 | 45 | -5 | -4 | -5 | 2 | -8 | 0 | -7 | 0
CN(C)C=NC(=O)c1cccn1-c1ncc(C(F)(F)F)cc1Cl | -27 | 3 | -4 | 2 | 8 | -4 | 8 | -19 | -5 | -50 | -4
CC(C)C[C@H](NC(=O)OC(C)(C)C)C(=O)N1CCC(C(=O)O)CC1 | 15 | 5 | 3 | -3 | 8 | -5 | 4 | -20 | -1 | 27 | -2
COc1cccc2cc(C(=O)NCCc3ccccc3)oc12 | -274 | -4 | -67 | -4 | -7 | . | -17 | -78 | -46 | -234 | -2
O=C(CCCc1ccccc1)N1CCN(c2ccc([N+](=O)[O-])cc2)CC1 | 3 | 23 | 36 | 4 | -5 | -3 | -5 | 5 | -1 | -14 | 5
C/C(=N\Nc1ccc([N+](=O)[O-])cc1[N+](=O)[O-])c1cccnc1 | 17 | -4 | 0 | 3 | 1 | -3 | -53 | -19 | 3 | -5 | 7
CC(C)c1cc(C(=O)N/N=C/c2ccoc2)c(O)c(C(C)C)c1 | 17 | 8 | 14 | 0 | -3 | -7 | 1 | -20 | 5 | 9 | -5
CC1CCCCN1C(=O)c1cc2nc(-c3ccccc3)cc(-c3ccccc3)n2n1 (configuration not stated) | 32 | 2 | -8 | 1 | -13 | -5 | 47 | -14 | 4 | 7 | -22
Cc1ccc(-c2ccc(C3=CC(=O)CC(C)(C)C3=O)cc2)cc1 | -422 | 1 | -204 | . | . | -6 | -15 | -100 | . | -213 | -4
O=C(Cn1c(=S)nc2ccccn21)N1CCc2ccccc2C1 | -85 | -4 | -35 | -2 | 8 | -2 | -12 | -49 | -24 | -111 | -11
CN(CC(=O)Nc1ccc(Cl)cc1)C(=O)c1cc(-c2cccs2)nn1-c1ccccc1 | 16 | 1 | -15 | -1 | -3 | -3 | -7 | -23 | 2 | 11 | -14
Cc1cc(C)n(CCCN2CCC(C(=O)Nc3cccc(-c4cccc(F)c4)c3)CC2)n1 | 69* | -5 | 6 | 1 | 14 | -11 | 14 | -15 | 62* | 10 | -12
CCOC(=O)Cc1nc2nc(C)cc(C)n2n1 | 16 | 4 | 2 | 0 | 3 | -6 | 3 | 8 | 5 | 15 | 6
Cc1ccc(C)c(Cn2c(O)c(N=NC(=S)Nc3ccccc3F)c3ccccc32)c1 | 26 | -3 | 55 | -2 | 21 | -21 | 12 | -16 | 21 | 9 | 16
COc1ccc(-n2c(C)nnc2SCC(=O)Nc2ccccc2F)cc1 | -12 | -4 | 1 | 2 | -11 | -5 | 9 | -7 | -7 | -8 | -8
CN(C(=O)CSc1nc(N)c2c3c(sc2n1)CSC(C)(C)C3)c1ccccc1 | 36 | ? | 5 | -3 | 2 | -5 | 19 | -19 | 7 | 18 | -8
C=C(C)Cn1c2ccc(NC(=O)NCC)cc2c(=O)n1C | -11 | 2 | -110 | . | 9 | -5 | 7 | -30 | . | 2 | 4
COc1ccc(N=C2NC(=O)C(CC(=O)NCCc3ccc(OC)c(OC)c3)S2)cc1 (configuration not stated) | 7 | 0 | -28 | 5 | -1 | -5 | 4 | -11 | -1 | 9 | -1
Clc1ccccc1OCc1nc(-c2ccncc2)no1 | -326 | 10 | -145 | -2 | -5 | -4 | -15 | -90 | -70 | -243 | 1

(next part)
SMILES | Peg3 prom inh | PDI turbidity | Shn3 inh set2 | NR2E3 ag-1 | Vif imaging | CaV13 FRET inh | CF NFkB inh | NR2E3 ag-2 | TRPM1 prom inh | HIF-2a block | KKLEB tox
CC(=O)CSc1nnc(-c2ccc(S(=O)(=O)N3CCCC3)cc2)n1C | 8 | -3 | -13 | 5 | 0 | -3 | 5 | -5 | 4 | 8 | 13
COc1cccc(NC(=O)Cc2c(O)c3ccccc3[nH]c2=O)c1 | 12 | 5 | -91 | 2 | 0 | -6 | 4 | 0 | -2 | 10 | -5
NC(=S)NNc1ccnc2cc(Cl)ccc12 | 0 | -2 | 5 | -5 | 2 | -2 | 0 | -1 | 6 | 17 | 12
Cc1cccc(N2CCN(Cc3ccc(Br)o3)CC2)c1C | 3 | -2 | 0 | -2 | 1 | 4 | 21 | -32 | -1 | 12 | -6
COc1cccc2cc(C(=O)OC3CCN(C)CC3)c(=O)oc12 | -2 | -28 | -15 | 0 | 10 | -7 | -48 | -35 | 2 | -25 | 18
COCCNC(=O)Cn1cc(C(=O)c2ccco2)c2ccccc21 | 15 | -1 | -1 | 6 | -4 | -7 | -10 | 11 | 19 | 10 | 8
COC(=O)c1cc(S(=O)(=O)NCC2CCN(Cc3ccc(Cl)cc3)CC2)cn1C | -7 | -7 | 16 | 3 | -4 | -6 | 20 | 17 | 10 | 4 | -6
CC(C)[C@H]1COCCS(=O)(=O)N1Cc1ccccc1-c1ccc(F)cc1 | 10 | 0 | 7 | . | -1 | -4 | -6 | -39 | 3 | 9 | 6
O=C(NC1CCCCC1)c1ccc(S(=O)(=O)c2ccccc2)cc1 | 18 | 5 | 7 | -5 | -1 | -4 | 13 | 1 | -1 | 5 | -7
CC(=O)N/N=C(/c1ccccc1)C(O)c1ccccc1 (configuration not stated) | 9 | -12 | 19 | . | -2 | -1 | -3 | -20 | 9 | 15 | 0
CCCc1cc(=O)n2[nH]c(C)cc2n1 | 8 | -6 | -9 | -2 | 17 | -3 | 13 | -9 | 7 | 8 | 6
CSc1ccccc1NC(=O)c1ccoc1C | -24 | -4 | -10 | -2 | -6 | -4 | -8 | 11 | 0 | -10 | 5
Cc1ccc(CCNC(=O)C2CCCN(S(=O)(=O)c3c(C)noc3C)C2)cc1 (configuration not stated) | -3 | -5 | -3 | -1 | 4 | -4 | -6 | 7 | -4 | 2 | 5
CC(NC(=O)c1cc(COc2cccc(C(F)(F)F)c2)on1)c1nccs1 (configuration not stated) | -199 | -4 | -33 | 2 | 5 | -4 | -30 | -101 | -63 | -204 | 3
O=C(c1cc(N2C(=O)C3C4CCC(C4)C3C2=O)ccc1Cl)N1CCN(c2ccc(F)cc2)CC1 (configuration not stated) | 24 | -9 | 30 | -4 | -1 | -3 | 9 | -16 | 3 | 21 | 0
CC(=O)N[C@H]1C(O)O[C@H](CO)[C@@H](O)[C@@H]1O (some centres not stated) | 0 | 1 | -63 | -1 | -1 | -4 | -13 | 7 | 6 | 7 | 5
O=C(CNC(=O)c1ccco1)OCN1C(=O)c2ccccc2C1=O | 15 | -5 | -14 | -2 | -31 | . | -4 | -15 | -7 | 10 | 2
COc1ccc2c(ccc[n+]2CC(=O)c2ccc(C)cc2)c1 | 9 | -3 | -24 | 4 | 8 | -22 | -18 | -13 | 9 | 19 | -2
COc1ccccc1C(=O)C1CCCN(Cc2ccc3c(c2)OCCO3)C1 (configuration not stated) | -8 | -3 | -34 | 0 | . | -2 | 2 | -12 | 3 | 11 | -6
O=C(Cc1c[nH]c2ccccc12)NCc1ccc(Cl)cc1Cl | -44 | 8 | 3 | 1 | -8 | -4 | 3 | -43 | -8 | -123 | 4
COC(=O)CNc1nc(C2CC2)nc2c1nnn2Cc1ccccc1Cl | 23 | -4 | -1 | -2 | . | -9 | -6 | -10 | 11 | -2 | 8
Cc1ccccc1N1CCN(C2CCCN(C(=O)c3noc4c3CCCC4)C2)CC1 (configuration not stated) | 17 | -2 | 0 | 0 | 0 | -6 | 19 | -7 | 8 | -16 | -5
NC(=O)c1ccc(NC(=O)CCCN2C(=O)NC3(CCCC3)C2=O)cc1 | -4 | -6 | 2 | 2 | -10 | -18 | 0 | 8 | -5 | 11 | -5
O=C(CN(Cc1ccc(Br)cc1)S(=O)(=O)c1ccccc1)NCc1cccnc1 | 1 | 8 | -15 | 0 | -6 | -3 | 14 | -19 | 7 | 16 | -14
CCC(CO)Oc1cc(NCc2ccc(C(=O)O)cc2)c2ncn(C(C)C)c2c1 (configuration not stated) | -7 | 4 | -4 | . | . | -12 | -13 | 30 | 0 | 9 | 2
Cc1cc(C)cc(NC(=O)C2C3C=CC4(O3)C2C(=O)N(CCCN(C)C)C4C(=O)NC2CCCC(C)C2C)c1 (configuration not stated) | -4 | -5 | 8 | 6 | -2 | -7 | 1 | -8 | 7 | 14 | -3
Cc1ccccc1OCCCC(=O)Nc1ccccc1C(F)(F)F | -2 | 0 | -2 | 1 | -8 | . | 8 | -16 | 0 | -9 | 0

Full records, looked up by structure.
CC(=O)CSc1nnc(-c2ccc(S(=O)(=O)N3CCCC3)cc2)n1C is entered as Peg3 prom inh = 8; PDI turbidity = -3; Shn3 inh set2 = -13; NR2E3 ag-1 = 5; Vif imaging = 0; CaV13 FRET inh = -3; CF NFkB inh = 5; NR2E3 ag-2 = -5; TRPM1 prom inh = 4; HIF-2a block = 8; KKLEB tox = 13
COc1cccc2cc(C(=O)OC3CCN(C)CC3)c(=O)oc12 is entered as Peg3 prom inh = -2; PDI turbidity = -28; Shn3 inh set2 = -15; NR2E3 ag-1 = 0; Vif imaging = 10; CaV13 FRET inh = -7; CF NFkB inh = -48; NR2E3 ag-2 = -35; TRPM1 prom inh = 2; HIF-2a block = -25; KKLEB tox = 18
NC(=O)c1ccc(NC(=O)CCCN2C(=O)NC3(CCCC3)C2=O)cc1 is entered as Peg3 prom inh = -4; PDI turbidity = -6; Shn3 inh set2 = 2; NR2E3 ag-1 = 2; Vif imaging = -10; CaV13 FRET inh = -18; CF NFkB inh = 0; NR2E3 ag-2 = 8; TRPM1 prom inh = -5; HIF-2a block = 11; KKLEB tox = -5
